PG9 binder: binders of HIV-1 gp120 antibody PG9, primary screen, biochemical, TR-FRET. inhibition, % at 6.7 µM. 360,000 compounds, 0.43% hits. AID 624416, 2012. TR-FRET gp120-PG9 antibody binding; in the data active = inhibition above about 8.5%
ssDAF-12 act: S. stercoralis DAF-12 nuclear receptor activators, primary screen, cell-based, luminescence, HEK293, GRIP1 co-expression, lit1-tk-luc; HEK293 ssDAF-12/GRIP1 lit1-tk-luc reporter; % of 3 µM dafachronic acid response; 370,000 compounds, 1% hits; activation, % at 6.8 µM;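 active = activation above the mean over all tested compounds plus 3 SD, cut at about 0.9% in these data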;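 note: 0% = DMSO-only wells and 100% = 3 µM delta7-dafachronic acid wells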
ADAM17 inh: ADAM17 inhibitors, primary screen, biochemical, QFRET; Disintegrin and metalloproteinase domain-containing protein 17 (Homo sapiens), P78536; recombinant ADAM17, EDANS/DABCYL FRET peptide cleavage; inhibition, % at 6.95 µM; 370,000 compounds, 0.83% hits; AID 720648, 2013;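 active = inhibition above the mean of compounds lying between control limits plus 3 SD, set per campaign, cut at about 8.5% in these data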;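 note: 0% = DMSO-only wells as the low control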
Target sequence (P78536 215-824 limits assumed): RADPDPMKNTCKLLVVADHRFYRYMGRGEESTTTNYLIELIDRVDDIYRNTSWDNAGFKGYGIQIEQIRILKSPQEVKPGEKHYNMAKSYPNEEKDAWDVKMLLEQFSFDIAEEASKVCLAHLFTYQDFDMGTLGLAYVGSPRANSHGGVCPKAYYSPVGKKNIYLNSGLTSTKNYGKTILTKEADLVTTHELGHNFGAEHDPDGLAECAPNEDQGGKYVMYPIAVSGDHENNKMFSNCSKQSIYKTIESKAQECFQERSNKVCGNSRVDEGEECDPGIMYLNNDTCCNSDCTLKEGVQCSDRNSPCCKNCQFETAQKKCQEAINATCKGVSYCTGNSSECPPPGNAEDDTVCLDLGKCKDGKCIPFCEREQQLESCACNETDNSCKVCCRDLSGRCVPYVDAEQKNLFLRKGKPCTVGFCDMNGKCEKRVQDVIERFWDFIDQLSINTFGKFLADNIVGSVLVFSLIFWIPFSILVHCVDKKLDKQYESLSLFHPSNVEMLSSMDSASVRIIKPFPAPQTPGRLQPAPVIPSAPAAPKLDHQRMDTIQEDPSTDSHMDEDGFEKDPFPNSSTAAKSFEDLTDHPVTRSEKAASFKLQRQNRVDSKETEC
ADAM10 inh: human ADAM10 inhibitors, primary screen, biochemical, QFRET, HTS | recombinant ADAM10, EDANS/DABCYL FRET peptide cleavage, 3 h | inhibition, % at 7 µM | 370,000 compounds, 0.62% hits;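 active = inhibition above a per-campaign cutoff equal to the mean of compounds falling between control-based bounds plus 3 SD, cut at about 20% in these data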;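 note: 0% = DMSO wells while the 100% control is not disclosed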
DAX1 inh-1: DAX1 (NR0B1) inhibitors on StAR promoter, primary screen, cell-based, luminescence, SF-1 (NR5A1), full-length DAX-1; inhibition, % at 6.8 µM; AID 652010, 2013; HEK293T StAR-luciferase reporter, SF-1/DAX-1 repression relief; 370,000 compounds, 1.1% hits;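 active = inhibition above the mean over all tested compounds plus 3 SD, cut at about 3.6% in these data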;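 note: 0% = DAX-1 cells with DMSO and 100% = cells lacking DAX-1 with DMSO; higher inhibition means more luminescence from relief of DAX-1 repression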
hcDAF-12 act: H. contortus DAF-12 nuclear receptor activators, primary screen, cell-based, luminescence, HEK293, lit1-tk-luc reporter. activation, % at 6.8 µM. 370,000 compounds, 1.4% hits. HEK293 hcDAF-12 lit1-tk-luc reporter; 0% DMSO, 100% Δ7-dafachronic acid;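 active = activation above the mean of all tested compounds plus 3 SD, cut at about 5.5% in these data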;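 note: 100% = response to 3 µM Δ7-dafachronic acid high control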
DAX1 inh-2: DAX1 (NR0B1) inhibitors, primary screen, cell-based, HEK293, Gal4-DAX1, luciferase luminescence. HEK293 Gal4-DAX1 luciferase reporter. 340,000 compounds, 0.99% hits. AID 504766, 2011. inhibition, % at 6.75 µM;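 active = inhibition above the mean over all tested compounds plus 3 SD, cut at about 4.2% in these data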;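 note: 0% = DAX1-transfected cells with DMSO and 100% = empty-vector control cells with DMSO; inhibition shows as a rise in luminescence from relieved DAX1 repression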
Target sequence (P51843 207-470 limits assumed): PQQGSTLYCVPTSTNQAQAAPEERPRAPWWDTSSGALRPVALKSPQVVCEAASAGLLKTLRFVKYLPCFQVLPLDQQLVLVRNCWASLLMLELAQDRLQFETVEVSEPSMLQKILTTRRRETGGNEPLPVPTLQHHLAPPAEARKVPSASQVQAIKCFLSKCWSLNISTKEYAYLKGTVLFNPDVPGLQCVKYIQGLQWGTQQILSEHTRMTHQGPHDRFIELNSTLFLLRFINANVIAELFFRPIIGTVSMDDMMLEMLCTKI
hgDAF-12 ag: H. glycines DAF-12 receptor agonists, primary screen, cell-based, luminescence, HEK293, GAL4 fusion, UAS-luciferase. Nuclear hormone receptor DAF-12 (Heterodera glycines), GAL4 fusion. HEK293 GAL4-hgDAF12 UAS-luciferase reporter, agonist luminescence; normalized to butyrate control. activation, % at 6.8 µM. 370,000 compounds, 1.8% hits. AID 687014, 2013;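 active = activation above a cutoff set at the mean of all screened compounds plus 3 SD, cut at about 10% in these data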;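 note: 0% = DMSO wells and 100% = sodium butyrate wells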
GC-A act: GC-A stimulated cGMP production enhancers – HEK293 GC-A cells, cGMP TR-FRET, EC30 ANP, primary screen; Atrial natriuretic peptide receptor 1 (Homo sapiens), P16066; 0% at EC30 ANP, 100% saturating ANP; activation, % at 10 µM; 370,000 compounds, 0.14% hits; AID 1671463, 2021; in the data active = activation above about 40%
GAA850 FXN act: FXN promoter activators, primary screen, cell-based, luciferase luminescence, HEK293 lucGAA850. 360,000 compounds, 0.56% hits. HEK293 lucGAA850 FXN promoter luciferase reporter, 24 h; percent of 10 µM SAHA response. activation, % at 6 µM;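 active = activation above the average of all compounds screened plus 3 SD, cutoff fixed separately per campaign, cut at about 7.5% in these data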;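 note: 0% = DMSO wells and 100% = 10 µM SAHA wells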
SMARCA2 activ: SMARCA2 (BRM) function activators, primary screen, cell-based, luminescence, high throughput; activation, % at 9.1 µM; AID 652017, 2013; MG213 cells, MMTV-luciferase reporter, dexamethasone, overnight; 370,000 compounds, 1% hits; in the data active = activation above about 7.8%;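 note: 0% = vehicle wells and 100% = reference activator wells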
Starred values were filed as active, the others as inactive; i = inactive; . = no result given.

SMILES	PG9 binder	ssDAF-12 act	ADAM17 inh	ADAM10 inh	DAX1 inh-1	hcDAF-12 act	DAX1 inh-2	hgDAF-12 ag	GC-A act	GAA850 FXN act	SMARCA2 activ
O=C(/C=C/c1ccccc1)NC1CC2CCC1C2 (stereo not drawn)	0.6	-0.8	-3	-3	1.2	1.0	0.4	7.0	-1	4.2	5
FC(F)(F)c1cccc(Sc2nc(-c3ccccc3)nnc2C(F)(F)F)c1	0.3	-1.2	0	11	-0.7	1.8	-0.3	-0.3	3	-0.7	1
COc1ccc(S(=O)(=O)Nc2ccc3c(c2)C(=O)N([C@H](C)CO)C[C@H](C)[C@@H](CN(C)S(C)(=O)=O)O3)cc1	-1.8	-0.3	-2	-5	-0.2	2.9	0.4	1.3	1	-0.2	-2
FC(F)(F)c1ccccc1NC1=NCCC1	-1.0	-2.3	-1	1	0.4	-1.3	0.3	0.4	5	1.3	0
Cc1noc(/C=C/c2ccccc2F)c1S(=O)(=O)N1CCC(C(=O)N2CCN(C)CC2)CC1	-0.9	-0.6	-2	8	-0.7	-1.3	-0.3	1.0	0	1.9	1
COC(=O)CSc1nnc(-c2ccc(S(=O)(=O)N3CCCC3)cc2)o1	0.2	0.4	-1	-1	0.5	-1.8	-1.0	2.6	-12	0.8	-3
CC(O)[C@H](NC(=O)C1CCN(C(=O)[C@H](Cc2ccccc2)NC(=O)OC(C)(C)C)CC1)C(=O)O (stereo partly drawn)	0.7	-1.4	-2	16	-0.1	0.1	0.5	1.0	1	0.2	2
Cc1sc2nc(-c3ccccc3F)oc(=O)c2c1C	0.5	-1.4	-2	2	0.7	1.5	0.4	-0.6	0	1.0	1
CC(NC(=O)CN1C(=O)NC(Cc2ccccc2)(Cc2ccccc2)C1=O)C12CC3CC(CC(C3)C1)C2 (stereo not drawn)	-1.7	-1.3	5	19	-0.8	0.1	1.0	-1.8	-1	0.1	0
Cc1cc(C(=O)CSc2nnc(N)s2)c(C)n1Cc1ccco1	0.4	0.6	5	1	2.9	4.4	0.9	8.6	-3	4.6	12*
COc1ccc(CN2C(=O)CN(S(C)(=O)=O)CC2(C)C(=O)NCc2ccccc2)cc1OC (stereo not drawn)	0.0	-0.2	0	-15	-0.3	-1.0	.	1.1	-2	.	-3
COc1cccc(C=Nc2cc(C)on2)c1O	-0.5	-0.4	-2	-5	-0.5	-0.5	-1.4	0.1	7	1.4	-5
O=C(Nc1nnc(SCc2ccc(F)cc2)s1)c1cnccn1	-1.1	-1.9	-4	10	0.3	-0.1	1.0	0.1	-2	0.7	3
Cc1nc(NC(=O)C2CC2)sc1C(=O)N(C)C	0.1	-1.3	-3	-6	1.1	-0.7	-0.7	-1.7	7	-1.4	1
O=C(NCCCN1CCN(c2ccc(F)cc2)CC1)c1cccc(N2CCCC2=O)c1	-1.0	-1.5	-6	-1	-0.3	-0.2	-0.4	-1.5	2	1.1	0
CN1CCN(C2CN(Cc3ccc([N+](=O)[O-])cc3)S(=O)(=O)C2)CC1 (stereo not drawn)	-0.6	-0.9	1	-4	0.4	-1.1	0.9	-0.1	4	-1.5	3
C=C1c2ccccc2O[C@H](C(=O)OCC)[C@H]1OC	1.8	-0.7	1	2	0.6	0.1	1.1	2.1	-1	-0.8	-4
CC1(NC(=O)Nc2ccccc2)CCS(=O)(=O)C1 (stereo not drawn)	-0.8	-1.0	3	-1	-0.4	-0.9	.	-2.1	-3	1.4	-2
COc1ccc(C(=O)NCc2nnc(SCC(=O)Nc3cc(Cl)ccc3OC)o2)cc1	-1.6	-0.7	-1	0	0.9	1.2	3.8	0.5	0	-0.7	-1
Cc1c(NC(=O)c2ccccc2)cccc1[N+](=O)[O-]	1.0	-1.0	-2	-4	-0.3	1.2	-0.2	0.5	-4	1.8	-1

Some of the entries so far, field by field:
Cc1c(NC(=O)c2ccccc2)cccc1[N+](=O)[O-]
  PG9 binder = 1.0; ssDAF-12 act = -1.0; ADAM17 inh = -2; ADAM10 inh = -4; DAX1 inh-1 = -0.3; hcDAF-12 act = 1.2; DAX1 inh-2 = -0.2; hgDAF-12 ag = 0.5; GC-A act = -4; GAA850 FXN act = 1.8; SMARCA2 activ = -1

CC1(NC(=O)Nc2ccccc2)CCS(=O)(=O)C1 (stereo not drawn)
  PG9 binder = -0.8; ssDAF-12 act = -1.0; ADAM17 inh = 3; ADAM10 inh = -1; DAX1 inh-1 = -0.4; hcDAF-12 act = -0.9; DAX1 inh-2 = .; hgDAF-12 ag = -2.1; GC-A act = -3; GAA850 FXN act = 1.4; SMARCA2 activ = -2

The results go on:
SMILES	PG9 binder	ssDAF-12 act	ADAM17 inh	ADAM10 inh	DAX1 inh-1	hcDAF-12 act	DAX1 inh-2	hgDAF-12 ag	GC-A act	GAA850 FXN act	SMARCA2 activ
C[C@@H]1CN([C@@H](C)CO)C(=O)c2ccccc2-c2ccccc2CO[C@@H]1CN(C)Cc1ccc(Cl)c(Cl)c1	-0.2	-0.6	8	22*	-1.2	-1.4	.	1.2	0	.	-7
COc1cc(/C=C/c2nc3ccccc3c(=O)[nH]2)cc(Br)c1O	-3.8	-1.0	-6	-4	-0.3	2.7	0.2	1.6	5	2.1	3
CN1C(=O)CSc2ccc(NC(=O)N3CCc4ccccc43)cc21	-1.2	0.0	-3	-5	5.9*	3.2	2.3	9.4	2	-1.0	5
COc1cccc2sc(Nc3nnc(-c4ccccc4Cl)o3)nc12	1.5	-0.3	-17	-93	-4.6	2.6	-2.3	4.0	1	-4.0	8.8*
CN(C)c1ccc(NC(=O)/C=C/c2c(Cl)cccc2Cl)cc1	1.5	-0.9	4	18	-1.1	0.3	-0.1	-1.0	3	-2.4	0
COC(=O)[C@]12C[C@H](CC(=O)NCc3ccc(OC)c(OC)c3)C(=O)N(Cc3cccc4ccccc34)C1=C[C@H](COCc1ccccc1)O[C@@H]2C	.	-1.8	4	8	-1.5	-4.8	.	0.2	1	.	-5
COc1ccc(C2CC(=O)C(C3NCCc4ccccc43)=C(O)C2n2cncn2)cc1 (stereo not drawn)	-0.2	-1.4	-8	-3	-0.1	0.9	0.7	5.5	5	-2.0	-1
O=C(CN1C(=O)NC2(CCCCC2)C1=O)Nc1ccc(F)cc1	0.3	-2.0	-2	-3	-0.5	-1.4	2.8	-0.1	6	-0.3	-4
COCCSc1ccccc1C(=O)NCc1ccc(S(N)(=O)=O)cc1	1.2	-0.3	2	13	-0.2	0.6	1.2	1.5	-2	-0.4	-2
CCCc1cc(=O)[nH]c(SCC(=O)Nc2nonc2N)n1	0.9	-1.8	1	-2	0.2	2.6	0.6	-1.8	3	-1.4	-4
O=c1c([N+](=O)[O-])c(O)c2ccccc2n1Cc1ccccc1	-1.2	-0.7	2	0	0.1	1.1	0.1	0.6	-1	-0.4	4
COc1cc(OC)cc(C(=O)N(CN2CCCC2=O)c2ccccc2OC)c1	1.3	-1.7	-5	3	-1.3	-0.9	-0.1	3.3	1	0.3	-2
O=C(O)CCS(=O)(=O)Cc1ccccc1F	-0.2	-1.4	-3	-4	-0.6	-1.6	1.9	0.3	5	-3.2	-2
Cc1ccc(SCC(=O)N2CCN(c3ccc(F)cc3)CC2)cc1	-3.7	-1.3	-2	8	0.0	-0.9	-1.2	0.5	-4	3.2	3
Cc1cccc(N2C(=O)CCC2=O)n1	-1.4	-1.1	-8	-2	0.2	-2.4	0.3	-3.4	-2	-0.7	-3
Cc1cc(NC(=O)COc2ccccc2C#N)no1	-2.5	-1.4	-3	3	4.3*	3.8	1.3	7.9	-1	2.5	6
O=C(COC(=O)c1ccc(S(=O)(=O)Nc2ccccc2)cc1)NCC1CCCO1 (stereo not drawn)	-0.5	-0.7	0	7	0.2	-1.5	-0.4	-1.0	-1	1.8	0
CC(C)=CCSc1nnc(CCNC(=O)OC(C)(C)C)o1	-0.7	-1.5	-1	7	0.4	-1.4	2.9	0.9	4	0.0	4
CC(=O)Nc1ccc(OCC(O)Cn2ccnc2)cc1 (stereo not drawn)	-0.6	-1.4	1	6	0.2	-1.5	-0.6	-1.0	1	2.0	0
Cc1ccsc1/C=N/Nc1nc2ccccc2[nH]1	-19	-0.8	-1	-3	3.7*	9.9*	-0.1	14*	-11	7.4	12*
Cc1ccc2c(CN3CCCc4ccccc43)cc(=O)oc2c1C	0.4	0.2	-4	-15	-0.3	3.6	-0.1	-1.1	-4	1.2	-4
CCn1c(=N)c(C(=O)NCCCOC)cc2c(=O)n3cccc(C)c3nc21	1.6	-1.2	i	i	-0.2	1.5	-0.3	-1.0	1	0.6	3
CC(=O)C1=C(O)C(=O)N(c2cccc(Br)c2)C1c1ccc(Br)cc1 (stereo not drawn)	5.0	-0.8	-7	-9	0.0	-0.1	0.0	0.5	-23	-0.1	0
O=C(NCc1ccncc1)C(=O)NCC1OCCCN1S(=O)(=O)c1ccc(F)cc1 (stereo not drawn)	-2.8	-1.0	-4	-3	1.4	-2.5	0.8	1.8	4	1.2	1
CN(c1cccc(Cl)c1)S(=O)(=O)c1cccc(C(=O)NN2CCOCC2)c1	0.4	-0.6	-4	-5	-0.8	1.2	0.5	-2.0	-1	1.1	-2
CCCCn1c(=O)c(CCC(=O)OCC(=O)Nc2ccc(F)c(Cl)c2)nc2ccccc21	-13	-0.5	-4	-14	-1.3	-1.1	1.0	1.2	-1	-1.5	0
CCOC(=O)c1c(NC(C)=O)sc2c(O)c(Br)ccc12	5.4	-0.6	-3	1	-0.6	1.4	-0.7	1.3	-3	-1.4	-3
CC(C)c1ccc(NC(=S)NNC(=O)C2CC2)cc1	-2.7	0.0	-5	-12	0.5	-0.1	2.4	2.4	3	0.9	-3
Clc1ccc(C2[C@H]3CN(Cc4cccnc4)[C@H](c4ccccc4)C34CC2(c2ccccc2)C4)cn1 (stereo partly drawn)	0.5	-1.0	1	5	-0.1	-2.0	-0.5	0.0	-8	.	0
Cc1ccc(Cl)cc1NC(=O)c1cnn2c1NC(c1ccco1)CC2C(F)(F)F (stereo not drawn)	0.1	-2.0	1	12	0.2	-2.1	-0.5	-0.8	-2	1.0	-3
O=C(/C=C\c1ccco1)Oc1cccc2cccnc12	-2.5	-1.4	2	-4	-0.3	-2.2	-0.4	0.3	0	1.5	0
CCc1ccccc1NC1c2ccccc2C(=O)N1c1cc(C)ccn1 (stereo not drawn)	0.0	-1.3	1	-1	2.0	-0.4	0.3	0.6	-4	1.7	7

Not a hit list; any-hit rate near 6.8%.
